ARNT-TACC3 inh: disruptors of ARNT/TACC3 protein interaction, primary screen, biochemical, AlphaScreen, single concentration; actives 0.66% (n = 390,000); inhibition, % at 9.99 µM; AlphaScreen His-ARNT PAS-B/GST-TACC3 binding, luminescence; TACC3 fragment carries E629A point mutation; Transforming acidic coiled-coil-containing protein 3 (Homo sapiens), Q9Y6A5;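 active means mean inhibition of replicates at least 50% and at least half of replicates each reaching 50%; inconclusive means half or more replicates reach 50% but mean below 50%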;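 further: 0% = complete ARNT plus TACC3 wells and 100% = ARNT alone without TACC3; many hits fall short of the cut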
ERAP1 HTS inh: human ERAP1 aminopeptidase inhibitors, primary screen, biochemical, single point, plate reader. Endoplasmic reticulum aminopeptidase 1 (Homo sapiens), Q9NZ08. recombinant ERAP1, Leu-AMC fluorescence, 60 min. inhibition, % at 10.7 µM. actives 0.15% (n = 340,000);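 active means mean replicate inhibition of at least 30%, or all replicates individually reaching that 30% level; inactive means mean below 30% and not every replicate reaching it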;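 further: 0% = neutral control wells and 100% = L-leucinethiol positive control wells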
Target sequence (Q9NZ08 whole entry, looked up): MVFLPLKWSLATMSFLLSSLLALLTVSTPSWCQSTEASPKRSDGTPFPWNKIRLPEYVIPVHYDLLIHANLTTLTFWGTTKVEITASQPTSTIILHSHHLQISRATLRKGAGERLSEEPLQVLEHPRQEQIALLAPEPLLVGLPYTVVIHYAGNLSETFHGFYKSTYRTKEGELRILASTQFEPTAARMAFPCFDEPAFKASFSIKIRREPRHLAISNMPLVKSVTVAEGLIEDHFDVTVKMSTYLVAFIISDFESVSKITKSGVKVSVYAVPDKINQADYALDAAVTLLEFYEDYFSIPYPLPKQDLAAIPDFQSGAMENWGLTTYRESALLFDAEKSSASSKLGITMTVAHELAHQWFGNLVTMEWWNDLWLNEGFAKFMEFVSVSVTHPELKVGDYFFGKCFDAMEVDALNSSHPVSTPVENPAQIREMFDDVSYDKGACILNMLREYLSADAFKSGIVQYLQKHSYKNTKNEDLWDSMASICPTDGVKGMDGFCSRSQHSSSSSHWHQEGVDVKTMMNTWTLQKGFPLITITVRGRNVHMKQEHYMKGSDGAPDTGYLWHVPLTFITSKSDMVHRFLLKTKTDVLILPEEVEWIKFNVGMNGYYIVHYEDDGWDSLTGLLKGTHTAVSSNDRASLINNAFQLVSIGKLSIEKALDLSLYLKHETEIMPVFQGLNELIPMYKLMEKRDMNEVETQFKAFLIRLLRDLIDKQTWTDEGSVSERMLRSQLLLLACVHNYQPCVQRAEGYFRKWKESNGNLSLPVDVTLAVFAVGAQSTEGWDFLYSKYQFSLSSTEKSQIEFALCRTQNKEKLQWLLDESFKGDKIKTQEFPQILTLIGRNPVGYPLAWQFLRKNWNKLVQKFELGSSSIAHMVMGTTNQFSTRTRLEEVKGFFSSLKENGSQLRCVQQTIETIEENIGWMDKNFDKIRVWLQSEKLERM
INS-1E GSIS act: GLuc luminescence reporter in INS-1E cells, primary screen for activators of glucose-dependent secretion of insulin | activation, % at 16.6 µM | actives 0.61% (n = 370,000) | INS-1E GLuc reporter insulin secretion, 2-3 h | AID 743287, 2014;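 active means lowest replicate activation of at least 40%, so every replicate reaches that level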;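 further: 0% = median of neutral control wells and 100% = median of IBMX positive control wells; some compounds called inactive have numbers as strong as hits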
RAD52 inh: RAD52 DNA annealing inhibitors, primary screen, biochemical, FRET, single point, set 2; DNA repair protein RAD52 homolog (Homo sapiens), P43351; recombinant RAD52 DNA annealing, FRET fluorescence; inhibition, % at 18.7 µM; actives 0.46% (n = 360,000);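 active means every replicate showing at least 50% inhibition; inconclusive means mean inhibition at least 50% but not in every replicate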
XiGFP reactiv: activators of inactive X chromosome reactivation, primary screen, imaging, XiGFP fibroblasts, GFP high-content imaging, set 2 | XiGFP mouse fibroblasts, % GFP-positive cells imaging, 3 d; cells co-treated with 5-aza-dC sensitizer; scaled so ellipticine positive control = 100% | activation, % at 7.58 µM | actives 0.055% (n = 360,000) | AID 743238, 2013;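 active means mean normalized replicate activation at least 10% and every replicate at or above 10%; inconclusive means only one of the two criteria met; inactive means mean below 10% and not all replicates reach 10%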;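 further: 0% = median of on-plate neutral control wells and 100% = ellipticine 6 µM median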
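Material: XiGFP fibroblasts, SV40-immortalized. Buffer or medium: DMEM plus 5-aza-dC sensitizer. Compound: single concentration per compound, delivered by pin transfer. Times: 3 days compound exposure. Controls: ellipticine 6 µM.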
RAD54 branch: inhibitors of human RAD54 branch migration, primary screen, biochemical, fluorescence, single point; inhibition, % at 10.4 µM; RAD54 Holliday junction branch migration, FAM/BHQ fluorescence; actives 0.14% (n = 360,000); DNA repair and recombination protein RAD54-like (Homo sapiens), Q92698;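 active means mean normalized replicate activity at least 40 and at least half of replicates scoring 40 or more; inconclusive means only one of the two criteria met; inactive means mean below 40 and under half of replicates reaching 40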;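 further: 0% = median of neutral control wells and 100% = median of positive control wells; inhibitors cause a drop in the FAM fluorescence signal; in these data hits start at about 50%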
esBAF inh: Bmi1 luciferase reporter increase in mESCs, primary screen, esBAF inhibitor project, mouse ES cells, Bmi1 luciferase knock-in, single point | 24 h; 100% = twice the neutral-well signal | reporter increase, % at 12.5 µM | actives 2% (n = 350,000); in the data active means activation above about 40%; inconclusive means no clear call, values can overlap the other calls;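 further: 0% = median of the plate's neutral control wells and 100% = double that signal; a rise in the Bmi1 reporter signal indicates esBAF inhibition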
CFTR F508del cor: F508del CFTR correction, initial screen, CFBE line, single point; CFBE cells, YFP halide quenching; stimulated with forskolin plus potentiator P3; % fluorescence drop versus neutral controls; activity (quench increase), % at 7.58 µM; actives 0.36% (n = 350,000); AID 720511, 2013;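 active means mean added fluorescence quench of at least 8% versus neutral control, with both replicates also reaching 8%; inconclusive means only one of the mean or replicate conditions met; inactive means mean below 8% and not both replicates reaching 8%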;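 further: cells transiently co-express mutant CFTR-F508del with the halide-sensitive YFP; corrector assay measuring rescue of mutant channel to the surface after 24 h compound exposure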
* hit, by the source's call; ? = inconclusive; . = not tested or not shown; & = joins results of further samples.

SMILES	ARNT-TACC3 inh	ERAP1 HTS inh	INS-1E GSIS act	RAD52 inh	XiGFP reactiv	RAD54 branch	esBAF inh	CFTR F508del cor
C[C@H](CO)N1C[C@H](C)[C@@H](CN(C)C(=O)Nc2ccc(F)cc2)Oc2ccc(NS(C)(=O)=O)cc2C1=O	-1&10	2&-2	-2&6	-7&-11	0.3&1.1	-5&-14	-4&2	-1.1&-2.6
Cc1ccc(S(=O)(=O)N2CCCCC2)cc1NC(=O)COC(=O)c1ccc(O)cc1	2	0	-3	-40	0.0	.	.	-1.6
O=C(c1cc(C2CC2)nn1-c1ccccc1)N1CCN(c2ccc(O)cc2)CC1	33	-1	4	-9	-0.1	1	.	-1.6
CCCCN1C[C@H](c2ccc(OC)cc2)[C@@H](CC(=O)Nc2ccc(Br)cc2)C1=O	.	0	-19	-18	-0.1	.	-1	2.7
O=C(O)CNc1ccc(S(=O)(=O)C(F)(F)F)cc1[N+](=O)[O-]	-1	1	-26	-21	0.1	-11	-3	0.8
O=C(NCCN1CCN(C(=O)c2ccc([N+](=O)[O-])cc2)CC1)C(=O)NCc1ccccc1	-8	-1	7	-4	0.0	.	.	-2.1
CCOC(=O)c1ccc(S(=O)(=O)N2CCN(C3CCCC3)CC2)cc1	.	-8	-2	0	0.1	.	.	2.4
Cc1ccccc1NCC(=O)Nc1cc(S(=O)(=O)N2CCCCC2)ccc1C	-8	-1	4	-10	0.0	1	-4	2.4
CNC(=O)C(NC(=O)CNC(=O)c1ccc(Cl)cc1)C(C)(C)C (stereo not given)	8	9	-11	-10	0.1	-9	1	3.4
CCCCN(CCCC)CCNC(=O)CSCc1ccc(C)cc1	1	2	-12	-2	0.0	.	-7	-3.0
O=C1N[C@H]2CC=C[C@H]2Nc2ccccc21	.	-2	-1	-5	0.2	3	-5	-4.6
O=C(C[C@H]1C=C[C@H](NC(=O)CCN2CCCCC2)[C@@H](CO)O1)Nc1nccs1	11	0	4	10	0.5	-13	2	1.0
Cc1ccc2nc(-c3ccc(NC(=O)COC(=O)c4ccc([N+](=O)[O-])o4)cc3)sc2c1	5	-4	-8	-12	0.1	.	.	-1.2
CC(=O)N1CCCc2cc(S(=O)(=O)N3CCCC(C(=O)Nc4cc(C)ccc4C)C3)ccc21 (stereo not given)	-2	0	-18	-2	0.0	6	3	-1.6
Cc1ccc(Nc2nc(N)c([N+](=O)[O-])c(N3CCC(C)CC3)n2)cc1C	3	.	-12	.	-0.1	-5	.	.
CC1=CC(C)C(C[N+]2(C)CCCCC2)C(C)C1 (stereo not given)	.	0	-1	-13	0.0	.	.	1.3
COC(=O)Cc1c(C)nc2nc(NCc3cccc([N+](=O)[O-])c3)[nH]n2c1=O	-2	.	-4	.	.	-2	-7	.
C[C@@H]1CCCCO[C@@H](CN(C)Cc2ccccc2)[C@H](C)CN([C@@H](C)CO)C(=O)c2cc(NS(=O)(=O)c3ccc(Cl)cc3)ccc2O1	0	0	-18	-1	-0.1	-3	1	0.4
Cc1noc(C)c1NC(=O)Nc1cccc2c1O[C@H](CN(C)S(C)(=O)=O)[C@@H](C)CN([C@H](C)CO)C2=O	0&-2	-1&-4	2	2&-11	0.0&0.1	1&-2	0&-1	0.9&-1.3
C[C@@H]1CN([C@H](C)CO)C(=O)Cc2cc(NC(=O)c3ccncc3)ccc2O[C@@H]1CN(C)C(=O)Nc1ccccc1	-1	1	27	-10	0.0	-16	-4	-1.5
O=C(CC1CC1)N1[C@@H]2CN(S(=O)(=O)c3ccc(F)cc3)c3ccccc3[C@@H]2[C@@H]1CO	-2	0	0	6	0.4	2	-1	1.2
COc1ccccc1C#Cc1cnc2c(c1)C(=O)N([C@H](C)CO)C[C@@H](C)[C@@H](CN(C)C(=O)CC1CC1)O2	.	1	3	5	-0.1	.	.	0.4
C[C@@H]1CN([C@H](C)CO)C(=O)c2cc(NC(=O)Nc3ccc4c(c3)OCO4)ccc2O[C@@H](C)CCCCO[C@@H]1CN(C)S(=O)(=O)c1cccs1	-8	2	6	-8	0.0	-6	0	-0.2
CC(C)N(C(=O)COC(=O)c1ccc(Cl)c(S(N)(=O)=O)c1)C(C)C	0	3	18	7	0.0	.	.	3.2
O=C(CCN1C(=O)/C(=C/c2ccc(F)cc2)SC1=S)NCCc1ccc(O)cc1	-3	0	-1	-23	0.1	-8	-3	0.5
COc1ccc(C(C(=O)NCc2ccccc2)N(Cc2ccco2)C(=O)c2snc(C(N)=O)c2N)cc1 (stereo not given)	1	4	-13	-2	0.3	-8	2	1.2
CC(NC(=O)c1cccc(F)c1)C(c1cccs1)N1CCN(C)CC1 (stereo not given)	-7	1	-8	-10	.	8	-1	0.6
COc1ccc(C(=O)Nc2ccc(N3CCN(C)CC3)cc2)cc1	-3	-1	2	7	0.5	7	?	0.5
CC1=CC(=O)C(Sc2ccc(C)cc2)=CC1=O	.	9	.	10	5.9	8	-7	.
O=C(c1ccc(F)cc1)c1cccc(C(=O)c2ccc(F)cc2)n1	-2	0	9	-9	0.0	.	-5	1.3
C[C@H](CO)N1C[C@H](C)[C@@H](CN(C)S(=O)(=O)c2ccc(Cl)cc2)Oc2ccc(NC(=O)Nc3cccc4ccccc34)cc2CC1=O	21	-1	5	25	-0.5	1	3	0.6
COc1ccc2c3c(n(C)c2c1)[C@@H](CO)N(CC1CC1)CC31CCN(C(=O)c2ccc(F)cc2)CC1	.	-2	-8	-68	0.0	.	.	4.5
C[C@@H]1CCCCO[C@@H](CN(C)S(=O)(=O)c2cccs2)[C@H](C)CN([C@@H](C)CO)C(=O)c2cc(NS(=O)(=O)c3ccc(Cl)cc3)ccc2O1	-3	-1	-1	-24	0.1	-4	13	0.8
C[C@@H]1CN([C@@H](C)CO)C(=O)c2cc(Br)cnc2O[C@H]1CN(C)C(=O)Cc1cccnc1	-6	-5&-5	-1&21	-19&-5	0.2&-1.0	2&-3	-3&4	2.4&-1.7
CCN(CC(=O)NCc1cccs1)C(=O)c1cccc(S(=O)(=O)N2CC(C)OC(C)C2)c1 (stereo not given)	-3	-2	-4	0	1.2	14	0	-3.1
CCNC(=O)C[C@H]1CC[C@H]2[C@H](COc3ccc(NC(=O)c4ccc(F)cc4)cc3C(=O)N2C)O1	9	3	-3	-2	0.0	-9	-2	-1.8
CCN(c1ccccc1)S(=O)(=O)c1ccc(Cl)c(C(=O)NCC2CCCO2)c1 (stereo not given)	-2	3	.	0	-0.1	.	.	-2.2
Cc1ccc(N2C(=O)Nc3ccccc3S2(=O)=O)cc1Cl	-1	6	-19	-20	0.1	5	2	2.0
COc1cccc(OCC(Cn2c(C)nc3ccccc32)OC(C)=O)c1 (stereo not given)	-2	-1	4	2	1.2	.	.	.
FC(F)(F)c1cnc2c(-c3ccccc3)n[nH]c2c1	.	8	11	-10	0.0	.	.	1.2
O=S(=O)(c1cccs1)N1CCCc2nc(-c3ccc(Br)cc3)ccc21	.	-3	.	-21	0.2	.	.	-2.3
CNc1nnc(-c2ccncc2)s1	-1	2	41	-17	.	2	-8	.
CN(C)CC(=O)N[C@H]1CC[C@H](CCNC(=O)C2CCC2)O[C@H]1CO	-8	3	0	-8	0.4	-4	5	-0.9
C[C@@H]1CN([C@@H](C)CO)C(=O)Cc2cc(NC(=O)C3CC3)ccc2O[C@@H]1CN(C)CC1CCCCC1	-6	3	5	-8	-0.9	5	3	0.3
O=C(CCc1nnc2n(Cc3ccc(F)cc3)c(=O)c3ccccc3n12)NCCCN1CCOCC1	1	7	9	-3	0.1	1	0	-6.1
OC1CCN(c2cc(-c3ccccc3)nc3cc(-c4ccc(F)cc4)nn23)CC1	-5	2	5	-11	0.0	.	-7	0.3
O=C(CSc1ccc([N+](=O)[O-])cn1)Nc1ccc2c(c1)OCO2	.	-4	3	0	0.2	3	-1	0.8
COc1ccc(NC2CCCN(C(=O)CCCn3cncn3)C2)cc1 (stereo not given)	-6	0	19	-8	-0.1	-4	-6	-0.9
COc1cc2c(cc1NC(=S)NC(=O)/C=C/c1ccc(OC)c(OC)c1)oc1ccccc12	4	1	12	-6	0.6	.	.	1.6
CC1CN(c2nc3ccccc3nc2SCC(=O)Nc2cccc(C(F)(F)F)c2)CC(C)O1 (stereo not given)	.	3	-25	-9	0.0	-7	13	-0.8
Clc1ccc2c(c1)C1=C(C(c3ccncc3)O2)C(c2ccc(Br)cc2)n2ncnc2N1 (stereo not given)	4	.	-5	.	.	1	0	.
CC(c1ccccc1)N1C(=O)c2ccc(C(=O)NCc3cccnc3)cc2C1=O (stereo not given)	9	-15	-17	-11	0.1	-11	-2	0.6
CCN(CC)S(=O)(=O)c1ccc(/C=C/C(=O)Nc2cccc(F)c2)cc1	-2	-1	-16	-18	0.2	4	.	1.8
O=C(C[C@H]1C[C@@H]2c3cc(NC(=O)C4CCOCC4)ccc3O[C@@H]2[C@@H](CO)O1)NCc1ccc(Cl)cc1	-4	1	-5	5	0.1	-8	1	-2.1
Cc1ccc(OCC(=O)NC(=S)Nc2ccc(Br)cn2)cc1C	-5	-1	1	5	0.0	.	.	0.7
CCN(Cc1ccccc1)S(=O)(=O)c1cc(C(=O)NC(C)C2CC3CCC2C3)ccc1OC (stereo not given)	-1	.	-44	.	-0.2	.	-1	.
COc1ccc(CNc2nc3ccccc3n2C)c(O)c1	4	3	12	-1	2.1	.	45	-1.0
COc1ccccc1N1CCN(S(=O)(=O)CCNC(=O)/C=C/c2ccc3c(c2)OCO3)CC1	.	9	.	-7	0.1	-9	-2	-3.3
COc1cc(OC)cc(C(=O)NC(C(=O)Nc2ccc(N3CCOCC3)cc2)C(C)C)c1 (stereo not given)	4	0	-1	-8	0.0	22	3	-1.5
Cc1cc(F)ccc1N1CCC(N2CCN(CCC(C)C)C(CCO)C2)CC1 (stereo not given)	3	-3	-36	-20	0.2	.	.	-2.2
The list goes on:
SMILES	ARNT-TACC3 inh	ERAP1 HTS inh	INS-1E GSIS act	RAD52 inh	XiGFP reactiv	RAD54 branch	esBAF inh	CFTR F508del cor
CCOCN(C(=O)Cn1cnc2ccccc21)c1c(C)cccc1CC	-5	-7	7	-7	0.2	.	.	7.1
C/C=C/c1ccc([C@H]2[C@@H](C#N)N(C(=O)Cc3ccccn3)[C@@H]2CO)cc1	43	1	8	-19	0.1	3	5	-1.4
O=C(CSc1nnc(Cc2ccccc2)o1)NC1CCCCC1	3	0	-20	-5	.	0	1	-1.4
COCCN(C(=O)CSc1nnc(-c2ccccc2F)o1)c1c(N)n(Cc2ccccc2)c(=O)[nH]c1=O	.	1	7	-14	0.0	-8	-4	0.9
O=C(NCCc1ccc2c(c1)OCCO2)c1cc(F)cc(F)c1	-1	.	-17	.	0.0	5	.	.

Bioassay records (PubChem BioAssay)

The order is random; about 3.3% have a hit in one of these screens.
